PPARg SRC1 recr: PPARgamma agonists recruiting SRC-1 coactivator, primary screen, biochemical. Peroxisome proliferator-activated receptor gamma (Homo sapiens), P37231. PPARgamma-SRC-1 coactivator recruitment biochemical assay. activation, % at 8 µM. 0.41% of 200,000 active. AID 631, 2007; in the data active = activation above about 19%;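 also: 0% = DMSO and 100% = reference agonist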
Target sequence (P37231 whole entry, looked up): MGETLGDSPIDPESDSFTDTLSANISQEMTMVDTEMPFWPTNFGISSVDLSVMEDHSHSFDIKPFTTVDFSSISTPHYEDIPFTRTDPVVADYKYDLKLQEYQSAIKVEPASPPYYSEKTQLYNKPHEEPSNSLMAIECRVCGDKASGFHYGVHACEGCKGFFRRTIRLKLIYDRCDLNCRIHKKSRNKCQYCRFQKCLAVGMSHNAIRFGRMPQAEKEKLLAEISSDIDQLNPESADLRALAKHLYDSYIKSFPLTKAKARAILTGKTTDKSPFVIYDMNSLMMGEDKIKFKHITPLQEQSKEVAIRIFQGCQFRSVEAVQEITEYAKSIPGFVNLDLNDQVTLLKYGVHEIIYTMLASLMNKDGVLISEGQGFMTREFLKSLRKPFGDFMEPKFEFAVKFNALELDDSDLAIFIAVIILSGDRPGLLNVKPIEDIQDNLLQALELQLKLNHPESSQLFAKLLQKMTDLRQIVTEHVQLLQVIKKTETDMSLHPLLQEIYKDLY
HMGR II inh: inhibitors of E. faecalis class II HMGR, primary screen, biochemical, Enterococcus faecalis; HMG-CoA reductase (Enterococcus faecalis, mvaE); purified E. faecalis HMGR, NADPH absorbance 340 nm kinetic; inhibition, % at 10 µM; 0.41% of 190,000 active;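 active = inhibition above a set limit, the median over all tested compounds plus 3 SD, cut at about 9.5% in these data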;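 also: enzyme runs in reverse so mevalonate oxidation gives rising NADPH absorbance; 0% = complete reaction with DMSO and 100% = background rate lacking mevalonate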
TNAP inh hiacc: human TNAP enzyme inhibitors, primary screen, biochemical, luminescent, high phosphate acceptor level, uHTS; purified TNAP, CDP-star luminescence, 1 M DEA; inhibition, % at 20 µM; 0.03% of 200,000 active;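 active = over 50% inhibition of tissue-nonspecific alkaline phosphatase at 20 µM in the single-dose screen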;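 also: plate controls were DMSO wells for no effect and EDTA-quenched wells as full inhibition for full effect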
Target sequence (P05186 whole entry, looked up): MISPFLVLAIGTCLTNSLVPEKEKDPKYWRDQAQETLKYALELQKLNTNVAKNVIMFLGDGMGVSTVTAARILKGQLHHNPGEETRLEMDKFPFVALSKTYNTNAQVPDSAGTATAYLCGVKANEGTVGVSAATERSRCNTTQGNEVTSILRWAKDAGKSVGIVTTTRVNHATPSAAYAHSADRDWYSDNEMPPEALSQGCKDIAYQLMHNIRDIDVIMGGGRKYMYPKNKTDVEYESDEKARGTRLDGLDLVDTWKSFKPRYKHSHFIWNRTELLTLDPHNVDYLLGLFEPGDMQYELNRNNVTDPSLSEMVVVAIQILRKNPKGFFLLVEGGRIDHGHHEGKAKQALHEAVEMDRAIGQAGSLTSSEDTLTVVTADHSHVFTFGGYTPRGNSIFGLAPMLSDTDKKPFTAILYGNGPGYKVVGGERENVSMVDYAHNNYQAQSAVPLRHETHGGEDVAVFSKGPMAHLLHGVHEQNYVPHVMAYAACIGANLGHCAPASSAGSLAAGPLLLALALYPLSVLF
TNAP inh noacc: human TNAP enzyme inhibitors, primary screen, biochemical, luminescent, no phosphate acceptor, uHTS | Alkaline phosphatase, tissue-nonspecific isozyme (Homo sapiens), P05186 | purified TNAP, CDP-star luminescence, 30 min | inhibition, % at 20 µM | 0.26% of 200,000 active | AID 1012, 2008;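 active = tissue-nonspecific alkaline phosphatase inhibition above about 50% at 20 µM in the single-dose screen, limit read from the data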;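 also: 0% = DMSO negative control and 100% = EDTA positive control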
PPARg SRC2 recr: agonists of PPARg-SRC-2 recruitment, primary screen, biochemical, HTS. Peroxisome proliferator-activated receptor gamma (Homo sapiens), P37231. PPARgamma LBD-SRC-2 recruitment. activation, % at 8 µM. 0.34% of 200,000 active. AID 1032, 2008; in the data active = activation above about 22%;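 also: 0% = vehicle and 100% = reference agonist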
bIAP act: bovine intestinal alkaline phosphatase activators, primary screen, biochemical, bovine IAP, CDP-star luminescence | alkaline phosphatase, intestinal [Bos taurus] | activation factor at 20 µM | AID 1016, 2008 | 0.17% of 200,000 active | purified bovine IAP, 30 min; stronger effect = higher value; fold of DMSO-control signal, blank-subtracted;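 active = activation factor of 2 or more at 20 µM, a signal rise over negative controls twice the positive control's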
bIAP inhibitor: bovine intestinal alkaline phosphatase inhibitors, primary screen, selectivity assay for TNAP inhibitor project, biochemical, bovine IAP, CDP-star luminescence; alkaline phosphatase, intestinal [Bos taurus]; purified bovine IAP, 30 min; inhibition, % at 20 µM; 190,000 tested, under 10 active; AID 1019, 2008;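 active = over 50% inhibition of intestinal alkaline phosphatase at 20 µM in the single-dose screen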
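test system = bovine IAP enzyme | medium = DEA buffer 100 mM, pH 9.8, with MgCl2 1.0 mM, ZnCl2 0.02 mM | detection = luminescence | dosing = single compound dose of 20 µM, 2% DMSO final | incubation = 30 min reaction at room temperature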
PPARg SRC-3 ag: PPARgamma agonists recruiting SRC-3 coactivator, primary screen, biochemical; Peroxisome proliferator-activated receptor gamma (Homo sapiens), P37231; biochemical PPARgamma/SRC-3 coactivator recruitment assay; activation, % at 8 µM; 0.26% of 200,000 active; AID 731, 2007; in the data active = activation above about 23%;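 also: 0% = DMSO and 100% = reference agonist; some compounds past the cut are filed as inactive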
TNAP act hi DEA: TNAP activators at high phosphate acceptor level, primary screen, biochemical, luminescence, uHTS | Alkaline phosphatase, tissue-nonspecific isozyme (Homo sapiens), P05186 | purified TNAP, CDP-star luminescence, 1 M DEA, 30 min; stronger effect = higher value; 0 = EDTA background, 1 = DMSO-only activity | activation factor at 20 µM | 200,000 tested, under 10 active | AID 1136, 2008;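 active = activation factor at least 2 at 20 µM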
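Dosing: 20 µM single point. System: human TNAP. Amount: TNAP 1/800 final. Incubation: 30 min, room temperature. Read-out: TNAP activation factor scaled between EDTA and DMSO control wells. Signal: luminescence from CDP-star hydrolysis. Medium: 1 M DEA, pH 9.8, Mg2+, Zn2+. Control set: EDTA negative control, DMSO positive control.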
SRC2 TRFRET art: TR-FRET signal artefacts, primary screen, artefact control for PPARgamma SRC-2 agonist project, biochemical | TR-FRET artefact counter-screen; stronger effect = higher value | TR-FRET ratio at 8 µM | 0.4% of 200,000 active; in the data active = TR-FRET ratio above about 2000; also: inactives centre near 1500
Starred values were filed as active, the others as inactive; nt = no result given. An excerpt; count on the stated rates, not on these rows.

SMILES	PPARg SRC1 recr	HMGR II inh	TNAP inh hiacc	TNAP inh noacc	PPARg SRC2 recr	bIAP act	bIAP inhibitor	PPARg SRC-3 ag	TNAP act hi DEA	SRC2 TRFRET art
CC(=O)c1ccc2c(c1)C1C(Cl)C(Sc3ccccc3[N+](=O)[O-])CC1C(C(=O)O)N2 (stereo unspecified)	5	-1	29	-1	1	1.4	-44	0	0.7	1598
C=CCn1c(O)c(C(C)=NCCN2CCCCC2)c(=O)[nH]c1=O	0	-7	0	-17	-2	1	-1	1	1	1322
Cc1ccc(Cn2nnnc2CN2CCC(n3nnc4cc(C)ccc43)CC2)cc1	-3	-2	-5	-6	1	1.1	-9	-5	1	1484
CCC(=O)CC(c1ccc([N+](=O)[O-])cc1)c1c(O)c2ccccc2oc1=O (stereo unspecified)	-1	-1	-2	-7	-2	1	4	3	1	1390
N=c1ccccn1Cc1ccccc1	1	3	-1	-8	6	1.1	-7	-1	1	1330
CC1=C(C(=O)OC(C)C)[C@]2(C(=O)N(CC(N)=O)c3ccccc32)C(C#N)=C(N)O1	-4	-2	-2	-7	10	0.9	8	-11	1	1439
Cc1cccc(CN(C)C)c1OC(=O)N(C)C	2	0	-3	-10	2	1.1	-7	9	1	1480
CCOC(=O)C1CCCN(c2ccc([N+](=O)[O-])c3nonc23)C1 (stereo unspecified)	2	-5	45	34	1	0.4	nt	-3	0.6	1521
CCn1c(O)c(/C(C)=N/N2CCCCC2c2cccnc2)c(=O)[nH]c1=S (stereo unspecified)	-2	-5	-6	-5	9	0.9	5	6	1.1	1557
COc1ccc(C2=NCC(=S)Nc3ccc(Cl)cc32)cc1Cl	0	2	-2	7	3	1	2	1	1	1727
CC(=O)c1ccc2c(c1)C1C(Cl)C(Sc3ccccc3[N+](=O)[O-])CC1C(c1ccccc1)N2 (stereo unspecified)	-4	-8	4	7	4	0.5	48	6	1	1580
CCCC1=C(C(=O)OCC)C2(C(=O)Nc3ccc(C)cc32)C(C#N)=C(N)O1 (stereo unspecified)	-1	-7	-2	-7	-2	1	-4	5	1	1643
CCN1C(=O)/C(=C/c2ccc(N(CC)CC)cc2OC)C(=O)NC1=S	11	-8	4	26	5	0.8	16	11	1	1670
Cc1cc(OCC(=O)NC2CCS(=O)(=O)C2)c2c3c(c(=O)oc2c1)CCC3 (stereo unspecified)	11	1	-8	-15	14	0.9	6	2	1.1	1727
CC(C)c1ccc(N2C(=O)NC(=O)/C(=C/C=C/c3ccco3)C2=O)cc1	0	-5	-1	12	-4	0.9	9	2	1	1522
Cc1cc(/C=C2\C(=O)NC(=O)N(Cc3ccccc3Cl)C2=O)c(C)n1-c1ccc(C(=O)O)cc1	-8	-8	-2	6	2	0.9	12	1	1	1303
CCn1c(C)c(C(=O)O)c2cc(OC)ccc21	-3	-4	-5	-8	6	0.9	8	5	1	1528
C#CCN(C)[C@H](C)Cc1ccccc1	-5	4	-6	-10	-1	0.9	6	-4	1.1	1491
COc1cc(/C=C2\C(=O)NC(=O)N(c3ccc(C)cc3)C2=O)cc(OC)c1O	12	-5	4	45	0	1	1	-2	1	1583
COC(=O)C1=C(C)OC(N)=C(C#N)C12C(=O)Nc1ccccc12 (stereo unspecified)	-1	7	2	-6	8	1.1	-7	6	1	1608
CCn1ncc(/C=C2/CC3C4CC=C5CC(O)CCC5(C)C4CCC3(C)C2=O)c1C (stereo unspecified)	-2	nt	nt	nt	6	nt	nt	-5	nt	1659
COc1ccc2c3c([nH]c2c1)C(C)NCC3 (stereo unspecified)	10	-3	-7	-7	12	0.9	8	0	1.1	1583
Fc1cccc(CCNCc2ccccn2)c1	3	-5	-8	9	-5	0.9	10	1	1.1	1549
COc1ccc(CCN(C)Cc2ccncc2)cc1OC	-1	1	-10	-15	0	0.9	13	5	1.1	1503
CC(=O)NC1C(OC(=O)Cc2ccccc2)OC(COC(C)=O)C(OC(C)=O)C1OC(C)=O (stereo unspecified)	9	5	-5	1	-4	1	-5	3	1.1	1536
(continued)
SMILES	PPARg SRC1 recr	HMGR II inh	TNAP inh hiacc	TNAP inh noacc	PPARg SRC2 recr	bIAP act	bIAP inhibitor	PPARg SRC-3 ag	TNAP act hi DEA	SRC2 TRFRET art
COc1cc(OC)c(OC)cc1CNC(C)C(O)c1ccccc1 (stereo unspecified)	8	3	-4	-9	6	0.9	5	2	1	1480
CCN(CC)P(=S)(c1c(C)nc2ccccn12)c1c(C)nc2ccccn12	2	-5	0	-6	-5	1	-4	0	1	1466
C/C(=N\N1CCCCC1)c1c(O)[nH]c(=O)[nH]c1=O	-7	-1	1	4	-6	1	-1	0	1	1437
Nc1ccccc1C(=O)OCC(=O)Nc1ccc(Br)cc1F	2	0	1	-4	14	0.9	9	17	1	1587
CCCCn1c(=O)c(C=Nc2cc([N+](=O)[O-])ccc2OC)c(O)n(CCCCl)c1=O	5	-1	-3	-5	5	1	3	7	1	1533
CC1C(c2cccs2)=[N+]([O-])C(C)(C(=O)c2cccs2)N1O (stereo unspecified)	11	0	-1	-7	12	0.7	30	8	1	1674
CCOC(=O)c1c(N)n(CCN2CCOCC2)c2nc3ccccc3nc12	-4	1	-2	-8	0	1	-2	10	1	1371
O=C(COc1ccc2ccccc2c1)N1CCN(CC2CC3C=CC2C3)CC1 (stereo unspecified)	-2	-3	-1	-1	3	1.2	-17	-3	1	1708
CCn1ccnc1CN1CCCC(C(=O)c2cc(Cl)ccc2OC)C1 (stereo unspecified)	4	2	-6	3	9	1.1	-14	2	1.1	1725
COc1nc2ccccc2c(=O)n1-c1ccc(Cl)cc1	4	-4	-6	-6	9	1	1	2	1.1	1476
N/C(=N\N=C/c1ccc(-c2ccc(O)c(C(=O)O)c2)o1)N[N+](=O)[O-]	0	3	0	-1	9	0.9	13	9	1	1503
CCOC(=O)c1ccc(N2C(=O)CC(N3CC=C(c4ccc(F)cc4)CC3)C2=O)cc1 (stereo unspecified)	9	-4	-3	-8	8	1	-1	14	1	1574
CN(C)CC1CSCCC1(O)c1cccc(Cl)c1 (stereo unspecified)	0	1	1	-5	-6	1.2	-23	-11	1	1269
O=c1cccc2n1CC1CC2CN(S(=O)(=O)c2ccc(F)cc2)C1 (stereo unspecified)	1	-2	-4	-9	-2	1	1	0	1	1400
O=C(COc1ccc(Cl)cc1)NC1CN2CCC1CC2 (stereo unspecified)	-6	-1	-5	-10	0	1	-2	8	1	1696
CN(C)C(=O)Oc1ccc(OC(=O)c2ccccc2)cc1	4	-2	0	-10	1	1	3	0	1	1561
Cc1cc(OC(=O)CCNC(=O)OC(C)(C)C)c2c3c(c(=O)oc2c1)CCC3	3	-5	-2	-8	0	1	-3	-12	1	1288
Cc1sc2ncn(CC(=O)NCCCC(=O)N3CCC4(CC3)OCCO4)c(=O)c2c1C	3	-7	-6	-16	7	1	1	10	1.1	1599
O=Cc1cn(Cc2ccc(F)cc2)c2ccccc12	3	-5	-4	0	-1	1	1	-1	1	1544
COc1ccc(C(CNC(=O)Cc2ccc(Cl)c(Cl)c2)N(C)C)cc1 (stereo unspecified)	4	0	2	-10	-2	1.2	-17	3	1	1252
Cc1ccc(N=C(N(C)C)P(=O)(N(C)C)N(C)C)cc1	1	-3	-10	-4	4	1	-1	0	1.1	1458
Cc1ccc2c(c1)C1CN(C)CCC1N2C(=S)Nc1cccnc1 (stereo unspecified)	-3	-1	0	-14	-8	1.1	-13	0	1	1327
O=C(COC(=O)Cc1ccccc1)NC12CC3CC(CC(C3)C1)C2	2	-3	-3	-9	4	0.9	6	-3	1	1564
Cn1c(=O)n(C)c2cc([N+](=O)[O-])c(N3CCNCC3)cc21	5	2	3	-6	-3	0.9	15	3	1	1596
COP(=O)(OC)C(NC(C)=O)C(Cl)(Cl)Cl (stereo unspecified)	5	-6	-4	-12	6	0.9	10	0	1	1710
(further entries)
SMILES	PPARg SRC1 recr	HMGR II inh	TNAP inh hiacc	TNAP inh noacc	PPARg SRC2 recr	bIAP act	bIAP inhibitor	PPARg SRC-3 ag	TNAP act hi DEA	SRC2 TRFRET art
CN1C(=O)C(C2c3ccccc3C(=O)N2Cc2ccc([N+](=O)[O-])cc2)C(=O)N(C)C1=O (stereo unspecified)	-8	-1	-7	1	-2	1	2	7	1.1	1635
CN1CCN(c2ccc([N+](=O)[O-])c(N)c2)CC1	8	0	12	2	3	0.9	13	5	0.9	1726
COc1ccc(C(=O)C(C)(C)NO)cc1	2	1	0	-4	3	0.9	7	27*	1	1650
CCc1nnc(NC(=O)CCc2nc(C3=CCN(C)CC3)no2)s1	0	nt	-9	-14	6	1	0	-4	1.1	1412
CCC(C)C1N=C(c2ccccc2)c2cc(Cl)ccc2N(CC(=O)NCc2ccco2)C1=O (stereo unspecified)	5	-10	-10	-2	3	0.9	5	-3	1.1	1496
CCOc1ccccc1-n1c(O)c(C=Nc2ccc(N(CC)CC)cc2)c(=O)[nH]c1=O	20	1	-3	4	20	1.1	-5	3	1	1800
CCc1ccccc1NC(=O)CNCc1ccccc1	2	0	-5	-8	6	1.2	-21	0	1.1	1434
O=Cc1cn(Cc2ccc(F)cc2Cl)c2ccccc12	-12	-9	-4	-8	-7	1	4	-2	1	1576
Cc1nn(C)c(C)c1P(=S)(c1c(C)nn(C)c1C)N(C)C	-10	-1	-3	-6	-1	0.9	13	-7	1	1372
Cn1cc(C(=O)N2CCC3(CC2)OCCO3)c2c3ccccc3n(C)c2c1=O	-2	-2	1	-6	1	1.1	-7	-5	1	1489
Cn1c(O)c(C=NCCc2c[nH]c3ccccc23)c(=O)n(C)c1=O	0	-2	-6	-14	-1	0.9	8	15	1.1	1682
C=CCN(CC#CCOc1ccccc1OC)CC=C	2	0	1	-8	5	1.1	-8	-2	1	1628
CCC(C)n1c(O)c(C=Nc2cccc(C(F)(F)F)c2)c(=O)[nH]c1=S (stereo unspecified)	-3	-1	-6	5	6	1.1	-9	2	1.1	1523
Cc1ccsc1C(=O)C1CCCN(Cc2ccn[nH]2)C1 (stereo unspecified)	-2	-8	-6	-6	-1	1	-2	-1	1.1	1422

3 entries from above, reformatted:
The line under a structure holds: PPARg SRC1 recr	HMGR II inh	TNAP inh hiacc	TNAP inh noacc	PPARg SRC2 recr	bIAP act	bIAP inhibitor	PPARg SRC-3 ag	TNAP act hi DEA	SRC2 TRFRET art
CN1CCN(c2ccc([N+](=O)[O-])c(N)c2)CC1
→ 8	0	12	2	3	0.9	13	5	0.9	1726
COc1ccc(C(=O)C(C)(C)NO)cc1
→ 2	1	0	-4	3	0.9	7	27*	1	1650
CCc1nnc(NC(=O)CCc2nc(C3=CCN(C)CC3)no2)s1
→ 0	nt	-9	-14	6	1	0	-4	1.1	1412

Bioassay records (PubChem BioAssay)
